Compound activity from PubChem.
DUSP3 inh: inhibitors of human VHR1 phosphatase (DUSP3) | P51452 | recombinant VHR phosphatase, pNPP absorbance | inhibition, % at 13.3 µM | 290,000 compounds, 0.52% hits | AID 1654; in the data active means inhibition above about 50%; further: some compounds called inactive have numbers as strong as hits
Target sequence (P51452 whole entry, looked up): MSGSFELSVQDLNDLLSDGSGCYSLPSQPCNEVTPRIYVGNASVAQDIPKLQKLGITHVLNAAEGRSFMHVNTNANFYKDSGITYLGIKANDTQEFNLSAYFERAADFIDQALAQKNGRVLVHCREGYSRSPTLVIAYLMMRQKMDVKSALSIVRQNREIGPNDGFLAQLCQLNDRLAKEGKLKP
Mtb BioA inh: BioA (M. tuberculosis) enzyme inhibition | purified M. tuberculosis BioA enzyme, plate reader | inhibition, % at 9.99 µM | 360,000 compounds, 0.096% hits | AID 602481; in the data active means inhibition above about 40%; inconclusive means no clear call, values can overlap the other calls
GDH-TPI counter: inhibits GDH-TPI coupling enzymes, artifact for Mtb FBA screen; GDH-TPI coupled enzyme counterscreen, NADH absorbance; inhibition, % at 4.8 µM; 360,000 compounds, 1.2% hits;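 further: 0% = DMSO wells and 100% = wells lacking the enzyme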
FBA Mtb inh: Mtb fructose-bisphosphate aldolase inhibition | inhibition, % at 1 µM | 360,000 compounds, 2.3% hits | purified M. tuberculosis FBA, fluorescence read-out | P9WQA3; in the data active means inhibition above about 27%;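 further: 0% = vehicle and 100% = reference inhibitor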
Target sequence (P9WQA3 whole entry, looked up): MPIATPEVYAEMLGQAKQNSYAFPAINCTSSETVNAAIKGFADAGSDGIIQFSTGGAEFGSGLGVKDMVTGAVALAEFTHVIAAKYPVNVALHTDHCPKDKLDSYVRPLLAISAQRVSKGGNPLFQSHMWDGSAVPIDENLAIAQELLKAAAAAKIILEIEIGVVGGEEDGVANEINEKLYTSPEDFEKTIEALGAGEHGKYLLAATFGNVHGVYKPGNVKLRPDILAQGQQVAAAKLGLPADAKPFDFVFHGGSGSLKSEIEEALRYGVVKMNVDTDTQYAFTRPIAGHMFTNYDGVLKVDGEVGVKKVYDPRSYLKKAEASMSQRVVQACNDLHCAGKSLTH
UGM FP inh: inhibitors of M. tuberculosis UDP-galactopyranose mutase | purified UGM, fluorescence polarization probe displacement | 320,000 compounds, 0.06% hits | inhibition, % at 10 µM | P9WIQ1 | AID 504406; in the data active means inhibition above about 10%, passing the limit was not always enough; inconclusive means no clear call, values can overlap the other calls
Target sequence (P9WIQ1 whole entry, looked up): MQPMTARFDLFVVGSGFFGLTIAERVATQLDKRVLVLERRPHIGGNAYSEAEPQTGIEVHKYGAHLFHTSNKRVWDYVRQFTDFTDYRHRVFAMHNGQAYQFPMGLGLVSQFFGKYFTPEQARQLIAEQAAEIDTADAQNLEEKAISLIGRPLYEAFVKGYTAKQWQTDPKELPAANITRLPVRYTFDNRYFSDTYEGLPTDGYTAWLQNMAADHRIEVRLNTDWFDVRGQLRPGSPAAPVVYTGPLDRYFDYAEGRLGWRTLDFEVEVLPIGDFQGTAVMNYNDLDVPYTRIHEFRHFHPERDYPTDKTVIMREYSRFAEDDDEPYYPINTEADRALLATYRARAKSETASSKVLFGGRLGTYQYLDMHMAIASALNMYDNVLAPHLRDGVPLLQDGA
Rv3671c inh: Rv3671c (M. tuberculosis) protease inhibition. P9WHR9. inhibition, % at 5.96 µM. 320,000 compounds, 0.048% hits. AID 2606; in the data active means inhibition above about 38%;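 further: extracellular domain of Rv3671c used as enzyme; 0% = enzyme with DMSO and 100% = no enzyme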
BoNT F protease: BoNT F light chain protease inhibition; 360,000 compounds, 0.22% hits; inhibition, % at 10 µM; Multiplex microsphere protease cleavage assay, flow cytometry; in the data active means inhibition above about 35%, passing the limit was not always enough; inconclusive means no clear call, values can overlap the other calls; further: plate controls were buffer without enzyme for full effect and enzyme alone for no effect
FadD28 FP inh: blocks FadD28 binding to the bisubstrate probe; fluorescence polarization; inhibition, % at 12.5 µM; 360,000 compounds, 0.22% hits; in the data active means inhibition above about 8.5%, passing the limit was not always enough; inconclusive means no clear call, values can overlap the other calls
CCHF vOTU inh: blocks the CCHF virus ovarian tumor domain protease. AID 651958. 370,000 compounds, 0.55% hits. inhibition, % at 11.5 µM. CCHFV vOTU protease, Pep-AMC fluorescence; further: 0% = vehicle wells with enzyme and 100% = no enzyme wells
MazEF act: activators of E. coli MazEF toxin-antitoxin RNase. 350,000 compounds, 0.32% hits. activation, % at 20 µM. FAM/BHQ RNA-DNA oligo cleavage fluorescence, 5 h; in the data active means activation above about 50%
Target sequence (P0AE70 whole entry, looked up): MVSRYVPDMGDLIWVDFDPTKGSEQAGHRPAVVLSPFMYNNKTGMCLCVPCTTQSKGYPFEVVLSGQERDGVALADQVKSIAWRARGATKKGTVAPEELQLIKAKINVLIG
* marks the source's active call; other numbers are inactive results; ? = inconclusive; · = not tested or not shown; & = joins results of further samples. Unless noted, no stated cut-off is given here; in the data, active means inhibition above about 30%; inactive means the rest.

mol | FadD28 FP inh | DUSP3 inh | CCHF vOTU inh | Mtb BioA inh | MazEF act | UGM FP inh | FBA Mtb inh | BoNT F protease | Rv3671c inh | GDH-TPI counter
C=CCOc1ccc(/C=N/NC(=O)CN2CCCCC2)cc1OC | -2.8 | 0 | -10 | -0.1 | 5 | 0.6 | -1 | -3 | 1 | 3
CCN(C(=O)COC(=O)C1CC1C)c1c(N)n(Cc2ccccc2)c(=O)[nH]c1=O (stereo not drawn) | -1.3 | · | 14 | 0.0 | -3 | · | -1 | 0 | · | 4
COc1ccc(NCc2n[nH]c(=O)c3ccccc23)cc1 | -1.2 | 15 | 9 | 19 | 8 | 0.0 | 3 | -26 | 6 | 1
O=C(Cn1cc([N+](=O)[O-])cn1)N1N=C(C(F)F)CC1(O)C(F)F (stereo not drawn) | -4.1 | 13 | 0 | -0.3 | 7 | 0.1 | 3 | 4 | 1 | -1
CC(C)(C)c1cccc(P(=O)(c2ccccc2)c2ccccc2)c1O | -0.4 | 9 | 7 | · | 2 | 2.3 | 3 | 4 | -7 | -9
Cc1ccccc1NC(=O)c1cc(S(=O)(=O)c2ccccc2)ccc1Cl | -0.2 | -12 | 9 | -4.8 | -1 | -0.2 | 4 | -5 | -12 | 8
O=C(O)c1ccc(S(=O)(=O)c2ccccc2)s1 | -1.1 | · | -1 | 0.8 | 10 | · | 1 | -6 | · | 5
CS(=O)(=O)N1N=C(c2cccs2)CC1c1ccco1 (stereo not drawn) | -4.8 | 9 | 19 | 2.2 | -10 | 0.2 | 1 | -2 | 2 | 0
C/C(=N\NC(=O)CNC(=O)C1COc2ccccc2O1)c1ccco1 (stereo not drawn) | 0.0 | 7 | 1 | -0.9 | 4 | -1.5 | 2 | -25 | 5 | -5
C/C(=C\c1ccccc1)C(=O)NCCCn1ccnc1 | -2.6 | 22 | -2 | · | -8 | 4.0 | 1 | 4 | -4 | -2
COc1ccc(-n2nnnc2S(=O)(=O)Cc2ccc(C(=O)O)cc2)cc1 | -2.0 | -1 | -3 | 1.9 | 1 | -1.1 | 3 | 3 | 2 | -12
CNC(=S)Nc1cccc(-c2cnc3ccccc3n2)c1 | -4.4 | -9 | 6 | 0.2 | -19 | -2.2 | -2 | 3 | 8 | 5
CCOC(=O)C1CCN(C(=O)CN2C(=O)c3ccccc3Sc3ncccc32)CC1 | -4.4 | 2 | 14 | -3.1 | 5 | -0.2 | 2 | 5 | 1 | 2
CCCCSCCCNC(=O)CCCN1C(=O)c2ccccc2Sc2ncccc21 | 0.6 | 18 | -15 | 1.8 | -2 | 0.0 | 16 | -10 | -5 | 6
CN(Cc1ccon1)C(=O)c1ccc2nc(Cc3cccc(Cl)c3)oc2c1 | -2.7 | 32 | 4 | 0.2 | 6 | 0.3 | -2 | -4 | -12 | -1
O=C(COC(=O)Cc1ccc([N+](=O)[O-])cc1)NCc1ccc2c(c1)OCO2 | -0.6 | · | 12 | -1.5 | 0 | -0.4 | 0 | -4 | 4 | 3
COc1cc2c(cc1NC(=O)c1cccc(F)c1)CCCC2 | -0.3 | -1 | 12 | 5.8 | 4 | 1.9 | 1 | 3 | -2 | 0
CCN(CC)c1ccc(/C=N/OCC(=O)Nc2cccc(C)c2)cc1 | -2.4 | 8 | 14 | · | -92 | 0.9 | 4 | 9 | 2 | 28
CCC(Sc1nnc2c3ccccc3n(CC)c2n1)C(=O)Nc1sc2c(c1C#N)CCCC2 (stereo not drawn) | 1.0 | 13 | -14 | · | 7 | 2.1 | 2 | 10 | -8 | 11
COc1cc(CN2CCCC(C(=O)c3ccc(SC)cc3)C2)cc(Cl)c1O (stereo not drawn) | -0.2 | 0 | 3 | -1.7 | -5 | -1.7 | 2 | -12 | 4 | 11
Nc1nc2sc3c(c2c(=O)s1)CCCC3 | -1.6 | 21 | -11 | -2.0 | 8 | -3.4 | -1 | 0 | 6 | 5
CN(C)c1ccc(S(=O)(=O)NCC(=O)OCC(=O)Nc2cccc(Cl)c2)cc1[N+](=O)[O-] | -2.8 | -10 | 9 | -2.2 | 14 | -0.7 | -3 | 17 | 0 | -8
NC(=O)COC(=O)CC(c1ccccc1)c1ccccc1 | -1.9 | -6 | 1 | · | 3 | -1.5 | -1 | 0 | 2 | 0
CCN(CC1CCCN(CCc2cccc(F)c2)C1)C(=O)c1ccoc1C (stereo not drawn) | -0.8 | · | 3 | 0.5 | -11 | · | 0 | 0 | · | 7
Cc1ccc(C(CC(N)=O)c2ccco2)cc1 (stereo not drawn) | 0.0 | 31 | 5 | · | 5 | 2.4 | -1 | 6 | -2 | 3
COc1ccc(-c2cc(C)no2)cc1S(=O)(=O)NCC(C)c1ccccc1 (stereo not drawn) | -0.7 | -18 | 14 | -1.5 | -19 | 1.1 | 2 | 4 | -7 | 7
N#Cc1ccc(CN2CCN(C(=O)c3ccccc3)CC2)c(Cl)c1 | -1.8 | 12 | -2 | 0.7 | -2 | 5.6 | 0 | -7 | -7 | 8
COc1ccc(S(=O)(=O)N2CCC(C(=O)NC(C)CCc3ccccc3)CC2)cc1 (stereo not drawn) | -1.0 | 16 | 4 | -0.2 | 6 | -1.8 | 1 | 19 | -4 | -1
Cc1ccc(S(=O)(=O)/N=C2/NC(=O)/C(=C/c3ccccc3)S2)cc1 | -1.4 | 38 | 23 | · | -6 | 2.1 | -1 | -8 | -7 | 34*
COc1ccc(C(=O)NCCNC(=O)c2cnccn2)cc1 | · | -8 | 18 | · | 6 | -0.3 | 1 | -12 | 1 | -7

Sorted by count of non-hydrogen atoms (highest first): 3 of the compounds above
mol | FadD28 FP inh | DUSP3 inh | CCHF vOTU inh | Mtb BioA inh | MazEF act | UGM FP inh | FBA Mtb inh | BoNT F protease | Rv3671c inh | GDH-TPI counter
COc1ccc(S(=O)(=O)N2CCC(C(=O)NC(C)CCc3ccccc3)CC2)cc1 (stereo not drawn) | -1.0 | 16 | 4 | -0.2 | 6 | -1.8 | 1 | 19 | -4 | -1
CCN(CC)c1ccc(/C=N/OCC(=O)Nc2cccc(C)c2)cc1 | -2.4 | 8 | 14 | · | -92 | 0.9 | 4 | 9 | 2 | 28
Nc1nc2sc3c(c2c(=O)s1)CCCC3 | -1.6 | 21 | -11 | -2.0 | 8 | -3.4 | -1 | 0 | 6 | 5

(continued)
mol | FadD28 FP inh | DUSP3 inh | CCHF vOTU inh | Mtb BioA inh | MazEF act | UGM FP inh | FBA Mtb inh | BoNT F protease | Rv3671c inh | GDH-TPI counter
CCOC(=O)C1C(c2ccc(Cl)cc2)NC(=S)NC1(O)C(F)(F)F (stereo not drawn) | -1.6 | 12 | -2 | · | 1 | -4.2 | 2 | -6 | -10 | -3
COc1ccc2c(C)cc(SCC(=O)NCCN3C(=O)CSC3=O)nc2c1 | -5.8 | 22 | -15 | · | 3 | 2.8 | 4 | 2 | -12 | 22
O=C(O)CCSc1nnc(CNc2ccc(Cl)cc2)n1Cc1ccccc1 | -7.7 | 18 | 3 | · | 2 | · | 0 | -6 | -1 | -4
CCN1CCN(Cc2c(O)ccc3c2O/C(=C\c2ccccc2)C3=O)CC1 | 1.0 | 18 | 5 | · | -165 | 3.3 | -11 | 1 | 8 | 23
Cc1cc(C)cc(N(CC(=O)NC(C)(C)C)C(=O)CCC(=O)Nc2ccccn2)c1 | -1.1 | -4 | -14 | -2.3 | 9 | 0.4 | 0 | ? | -7 | 8
O=C(NC1=NCCS1)c1cccc(F)c1 | -3.0 | · | -3 | -2.1 | 3 | 1.5 | -4 | 5 | -3 | -10
Cc1ccc2nc(SCC(=O)N(CC(C)C)c3c(N)n(Cc4ccccc4)c(=O)[nH]c3=O)[nH]c2c1 | -2.4 | 5 | 6 | -0.3 | 6 | -1.9 | 3 | -4 | 4 | -14
CN(C)CC1CSCCC1(O)c1ccccc1 (stereo not drawn) | -0.1 | -10 | 2 | -1.0 | 5 | -0.7 | -1 | -4 | 5 | 6
CC(=O)NC(c1ccc(F)c(F)c1)c1nc(-c2ccccc2)cs1 (stereo not drawn) | -3.6 | · | 8 | -0.3 | · | · | 1 | 0 | · | 5
CC(C)c1ccc(/C=C(\c2nc3ccccc3[nH]2)S(=O)(=O)c2ccccc2)cc1 | -3.8 | -12 | -10 | · | -5 | -0.9 | -3 | -2 | -43 | 13
Cc1cccc(Nc2ncccc2C(=O)NCc2cccs2)c1C | -1.2 | 38 | 8 | 1.5 | -2 | -3.7 | 0 | -3 | 2 | 12
CC1(C)C2CCC1(C)C1(C2)NC(=O)c2ccccc2O1 (stereo not drawn) | 0.2 | 0 | 15 | · | 0 | · | 0 | -16 | -10 | -7
CCCCCOC(=O)Cn1c(N2CCCCCC2)nc2c1c(=O)[nH]c(=O)n2C | -2.1 | 1 | -4 | -0.5 | 0 | 1.8 | 1 | 1 | 2 | -1
CCN(CC(=O)Nc1c(F)cccc1F)C(=O)CCCOc1ccccc1 | 0.1 | · | 5 | 2.0 | -3 | · | 2 | 2 | · | 7
COc1cc(C2C3C(C)N(C)C(=O)N(C)C3N(C)C(=O)N2C)ccc1O (stereo not drawn) | -1.0 | 3 | -1 | -2.7 | 3 | 3.0 | -1 | 3 | 3 | 4
CCOc1ccccc1NC(=S)Nc1ccccc1F | -2.7 | -20 | -7 | 2.3 | -1 | -0.4 | -1 | 8 | 0 | 1
O=C(O)CNC(=O)C1CCCN1C(=O)CNC(=O)OCc1ccccc1 (stereo not drawn) | -0.8 | -38 | 9 | -1.5 | -18 | -1.1 | 2 | 8 | -4 | 7
CCSc1nnc(COc2ccccc2)n1CC | -1.0 | -4 | -2 | 2.8 | 15 | -0.4 | 3 | -2 | 0 | 12
Cc1cc(C)cc(C(=O)NCC(=O)N2CCC3(CC2)NCCc2[nH]cnc23)c1 | -2.5 | -12 | 7 | -2.2 | -2 | -0.4 | -6 | -6 | -2 | -8
OCCn1c(CSc2nc3ccccc3n2CCO)nc2ccccc21 | -1.7 | 15 | -14 | 0.7 | -2 | 0.0 | 8 | 1 | -2 | -5
O=C(N1CCOCC1)N1CCCC(c2nc(-c3cccs3)no2)C1 (stereo not drawn) | -3.3 | 6 | -8 | 0.9 | -1 | -0.5 | -3 | 0 | -1 | 4
CCC(C)NC(=O)c1ccccc1NC(=O)Nc1ccccc1 (stereo not drawn) | 1.1 | 26 | 3 | -0.6 | 9 | -1.6 | 5 | -31 | -6 | 4
O=C1CCC(C(=O)N2CCN(c3cnccn3)CC2)CN1CCc1cccc(F)c1 (stereo not drawn) | -0.8 | -5 | -6 | -0.8 | -2 | 4.3 | 8 | 0 | 0 | 12
O=C(CNc1ccc(Br)cc1)NC(=O)NC1CCCCC1 | -2.0 | · | 1 | 2.2 | -8 | · | 2 | -20 | · | -6
CCn1c(SCC(=O)c2ccccc2)nc2sc3c(c2c1=O)CCN(C)C3 | -7.1 | 13 | -32 | 0.3 | -1 | -1.9 | 19 | -18 | 1 | 19
C[C@H](CO)N1C[C@H](C)[C@@H](CN(C)S(C)(=O)=O)Oc2c(NC(=O)Nc3ccc(C(F)(F)F)cc3)cccc2C1=O | -1.3 | · | 21 | 1.5&2.9 | 9 | · | 2 | -10 | -2 | -8
O=C(CSc1nc2[nH]c(=O)cc(O)c2s1)Nc1cccc(Br)c1 | 3.5 | · | 9 | -1.2 | -8 | 3.6 | -5 | -2 | -3 | 16
O=C1C=C(c2ccc(O)cc2)C[C@@H](c2ccc(Cl)cc2)C1 | -6.8 | · | 1 | 0.4 | 3 | -1.4 | 1 | 7 | 2 | 9
COc1ccccc1NS(=O)(=O)c1cccc(NC(=O)Nc2ccccc2)c1 | -3.7 | -3 | 7 | 8.0 | 7 | 0.5 | 4 | -10 | -98 | 1
CCCN1CCC(=O)N([C@H](CN=[N+]=[N-])CC(C)C)CC1 | -0.8 | 24 | 8 | -0.7 | 3 | 1.7 | 3 | -3 | -5 | 13
